# TAAR1 agonist: human TAAR1 agonists, primary screen, Fluo-8 calcium fluorescence, CHO RD-HGA16 cells; Trace amine-associated receptor 1 (Homo sapiens), Q96RJ0; vehicle wells 0%, saturating PEA agonist 100%; activation, % at 3 µM; actives 0.99% (n = 360,000); AID 624467, 2012;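 active = activation above the mean activation of all test compounds in the run plus 3 SD, cut at about 38% in these data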
# Target sequence (Q96RJ0 whole entry, looked up): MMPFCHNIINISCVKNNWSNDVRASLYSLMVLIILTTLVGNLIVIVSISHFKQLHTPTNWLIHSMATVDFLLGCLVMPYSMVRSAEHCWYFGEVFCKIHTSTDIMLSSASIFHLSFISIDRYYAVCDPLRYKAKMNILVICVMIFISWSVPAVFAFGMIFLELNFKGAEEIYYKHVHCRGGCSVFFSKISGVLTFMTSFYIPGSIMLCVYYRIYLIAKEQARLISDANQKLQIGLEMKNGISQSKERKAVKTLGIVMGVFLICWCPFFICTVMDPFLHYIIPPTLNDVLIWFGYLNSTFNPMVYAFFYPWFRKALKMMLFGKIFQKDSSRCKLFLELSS
#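 test system = CHO RD-HGA16 cells carrying human TAAR1 plus Gα16 | schedule = 17-24 h seeding, 75 min 37 °C dye, 30 min RT | compound dosing = 3 µM single concentration | control set = DMSO and PEA EC100 | replicates = n 1 | signal = Fluo-8 fluorescence, 5 s baseline then 140 s kinetic read | measure = percent activation vs PEA EC100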
# CHRM1 PAM: human M1 muscarinic receptor positive allosteric modulators, primary screen, CHO-K1 cells, Fluo-8 calcium fluorescence, 1536-well; actives 0.088% (n = 360,000); activation, % at 3 µM; CHO-K1 hM1, ACh EC20; 0% = ACh EC20, 100% = maximal ACh; in the data active = activation above about 19%, passing the limit was not always enough
# Target sequence (P11229 whole entry, looked up): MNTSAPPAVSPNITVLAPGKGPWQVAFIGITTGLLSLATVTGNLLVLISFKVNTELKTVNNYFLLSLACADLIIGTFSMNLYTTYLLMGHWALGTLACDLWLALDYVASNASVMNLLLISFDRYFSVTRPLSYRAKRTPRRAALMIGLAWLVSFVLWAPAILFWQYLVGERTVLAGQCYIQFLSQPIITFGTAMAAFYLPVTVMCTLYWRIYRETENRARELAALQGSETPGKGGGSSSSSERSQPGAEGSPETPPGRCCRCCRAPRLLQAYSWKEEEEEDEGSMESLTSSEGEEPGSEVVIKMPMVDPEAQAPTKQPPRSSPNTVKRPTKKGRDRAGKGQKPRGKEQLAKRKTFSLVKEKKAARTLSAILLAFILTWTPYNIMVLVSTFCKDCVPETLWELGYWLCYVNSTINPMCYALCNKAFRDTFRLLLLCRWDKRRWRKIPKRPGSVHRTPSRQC
# OXTR potentiator: human OXTR potentiators, primary screen, fluorescence, CHO-OTR cells, Fluo-8 calcium | AID 2445, 2010 | actives 0.061% (n = 320,000) | activation, % at 3 µM | Oxytocin receptor (Homo sapiens), P30559 | Fluo-8 calcium fluorescence, potentiator mode; 0% = oxytocin EC15, 100% = EC100;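 active = activation above that plate's cutoff, the mean activation of tested compounds plus 3 SD, cut at about 6.6% in these data, passing the limit was not always enough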;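 note: 100% uses oxytocin at 75 nM as the full agonist control; some results filed as inactive read as strong as hits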
#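 Measured by – Fluo-8 calcium dye fluorescence · Test system – human OTR in CHO cells · Dosing – one concentration, 3.0 µM compound · Controls – EC15 oxytocin alone as 0%, 75 nM oxytocin as 100% · Evaluation – normalized max/min fluorescence ratio, % activation · Timing – 6 min pre-incubation, 100 s read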
# CHRM1 agonist: human M1 muscarinic receptor agonists, primary screen, Fluo-8 calcium fluorescence, CHO-K1 cells, HTS; CHO-K1 hM1, agonist mode; 0% DMSO, 100% acetylcholine EC100; activation, % at 3 µM; actives 0.33% (n = 360,000); AID 588814, 2011;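 active = activation above the run's mean compound activation plus 3 SD, cut at about 16% in these data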;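 note: peak over basal fluorescence ratio within a 140 s kinetic read after compound addition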
# M1 antag: human M1 muscarinic receptor antagonists, primary screen, CHO-K1 cells, Fluo-8 calcium fluorescence, 1536-well. AID 588852, 2011. inhibition, % at 3 µM. actives 1.3% (n = 360,000). Muscarinic acetylcholine receptor M1 (Homo sapiens), P11229. CHO-K1 hM1, ACh EC80 antagonist;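 active = percent inhibition above its own plate's cutoff, namely the mean of that plate's compound wells plus 3 SD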;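 note: peak over basal fluorescence ratio during 140 s after agonist addition; 0% = ACh EC80 plus DMSO and 100% = DMSO alone without agonist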
# OXTR ag: human OXTR agonists, primary screen, fluorescence, CHO-OTR cells, Fluo-8 calcium | Fluo-8 calcium fluorescence; normalized: DMSO 0%, oxytocin 100% | actives 0.32% (n = 320,000) | activation, % at 3 µM | AID 2435, 2010 | Oxytocin receptor (Homo sapiens), P30559;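 active = activation above the mean of all tested compounds plus 3 SD, cutoff set per screening run, cut at about 20% in these data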;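 note: peak over basal fluorescence ratio from a 100 s FLIPR kinetic read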
# CHO parental Ca: ATP-evoked calcium signal inhibitors, parental CHO, primary screen, counter-screen for OX1R antagonist project, cell-based, fluorescence, Fluo-8 calcium dye. inhibition, % at 5.6 µM. AID 463079, 2010. parental CHO-K1, ATP-induced calcium, Fluo-8 fluorescence. actives 0.63% (n = 330,000);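 active = inhibition above that plate's mean sample inhibition plus 3 SD, cut at about 26% in these data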;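 note: 0% = ATP-challenged DMSO wells and 100% = DMSO wells without ATP; some compounds past the cut are filed as inactive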
#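 Assay system – parental CHO cells · Reagent – ATP stimulus · Detection – intracellular calcium via Fluo-8 no-wash fluorescent dye · Evaluation – percent inhibition of ATP-evoked calcium rise, normalized to controls · Controls – ATP wells versus no-ATP DMSO wells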
# TAAR1 antag: human TAAR1 antagonists, primary screen, Fluo-8 calcium fluorescence, CHO RD-HGA16 cells. Trace amine-associated receptor 1 (Homo sapiens), Q96RJ0. antagonist. inhibition, % at 3 µM. actives 1.5% (n = 360,000). AID 624466, 2012;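 active = inhibition above a per-plate cutoff, the mean inhibition of test compounds on that plate plus 3 SD, cut at about 49% in these data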;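 note: 0% = DMSO plus EC80 beta-PEA response and 100% = DMSO alone without agonist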
#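 test system = CHO RD-HGA16 cells bearing hTAAR1 | replication = singlicate | controls = DMSO-only wells and EC80 β-PEA-stimulated wells | reagent = EC80 β-phenethylamine stimulus | read-out basis = percent inhibition of PEA-evoked calcium signal, max/basal emission ratio | schedule = seeding 17-24 h prior, 75-min 37 °C, 30-min RT dye loading | signal = kinetic Fluo-8 calcium fluorescence measurement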
# V1aR counter: agonists of human V1a receptor, primary screen, counter-screen for OXTR agonist project, fluorescence, CHO-V1R cells; Vasopressin V1a receptor (Homo sapiens), P37288; Fluo-8 calcium fluorescence, agonist mode; 0% DMSO, 100% 3 nM vasopressin; activation, % at 3 µM; actives 0.25% (n = 320,000);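 active = activation above the mean activation of all tested compounds plus 3 SD, per screening run, cut at about 20% in these data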;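 note: signal is peak over basal fluorescence ratio across a 100 second FLIPR read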
# The depositor's hits bear a star; · = not tested or not shown. Rows are unselected; 3.7% or so of the library scored in one or more.
# A first look:
SMILES,TAAR1 agonist,CHRM1 PAM,OXTR potentiator,CHRM1 agonist,M1 antag,OXTR ag,CHO parental Ca,TAAR1 antag,V1aR counter
O=C(O)CCC(NC(=O)C1CCCN1C(=O)OCc1ccccc1)C(=O)O (stereo not drawn),9,8,-8,-4,-1,-1.5,-22,-4,0.1
CCC(CC)C(=O)c1c[nH]c(C(=O)NCc2ccccn2)c1,9,1,-5,-7,-3,0.7,-11,-15,0.0

# Results, repeating the preview:
SMILES,TAAR1 agonist,CHRM1 PAM,OXTR potentiator,CHRM1 agonist,M1 antag,OXTR ag,CHO parental Ca,TAAR1 antag,V1aR counter
O=C(O)CCC(NC(=O)C1CCCN1C(=O)OCc1ccccc1)C(=O)O (stereo not drawn),9,8,-8,-4,-1,-1.5,-22,-4,0.1
CCC(CC)C(=O)c1c[nH]c(C(=O)NCc2ccccn2)c1,9,1,-5,-7,-3,0.7,-11,-15,0.0
Cc1cc(=O)c2c([nH]1)c(C)cc1[nH]c(C)c(C)c12,1,1,-4,0,2,4.8,-5,-2,4.5
Cc1ccc(S(=O)(=O)Nc2ccc3ccccc3c2)cc1,2,1,·,-1,-13,·,·,-7,·
Cc1ccc(/C=C/C(=O)NC(C)c2ccccc2)cc1 (stereo not drawn),8,0,-2,-7,1,-2.2,-5,-9,0.5
C[C@H](Cc1ccccc1)Nc1ncnc2c1ncn2[C@@H]1O[C@H](CO)[C@@H](O)[C@H]1O,1,6,-9,-2,-32,0.0,-6,6,0.3
O=C1c2ccccc2C(Nc2ccc3nc(-c4cccnc4)[nH]c3c2)N1Cc1ccco1 (stereo not drawn),2,2,-5,-6,-7,-1.1,-2,-30,0.0
Cc1sc2ncnc(SCC(=O)N3CCCC(C(N)=O)C3)c2c1C (stereo not drawn),3,0,-1,-1,-1,0.5,-16,-11,-0.1
CCOC(=O)CN(C(=O)CSc1nnc(Cc2ccccc2)n1-c1ccc(C)cc1)c1ccccc1,2,5,-10,-4,-1,-2.8,-29,4,-0.7
COc1ccc(S(=O)(=O)c2c(O)c3ccc(C(=O)Nc4cccc(F)c4)cc3[nH]c2=O)cc1,3,10,-8,-1,-10,-0.2,-13,-24,-0.2
Cn1cc(/C=N/NC(=O)c2ccccc2O)c2ccccc21,6,-4,-5,-2,14,-1.1,-5,10,0.2
CN(Cc1nc(CCc2ccccc2)no1)Cc1cccs1,8,0,-1,-4,0,-0.7,-3,-10,-1.1
O=C1CCC/C(=N\NC(=O)c2ccc(COc3ccccc3-c3ccccc3)cc2)C1,4,8,-12,-4,-3,1.2,-27,30,1.9
O=C(Nc1cccc(Cl)c1)c1ccc2c(c1)SC1=NS(=O)(=O)CCN12,1,4,·,-8,-6,·,·,12,·
COc1ccc(NC(=O)C(CC(=O)O)Cc2ccccc2)cc1 (stereo not drawn),2,13,-1,-4,-15,-0.2,-11,8,-0.3
Cc1cc(C(c2nnnn2Cc2ccccc2)N2CCOCC2)c(C)n1-c1ccc2c(c1)OCO2 (stereo not drawn),·,2,-10,-9,-4,-2.4,-10,·,-0.8
CCOc1ccc(NC(=O)CNc2cccc(S(=O)(=O)N3CCCCCC3)c2)cc1OCC,7,-15,-10,-2,8,7.4,-5,22,6.9
Clc1cccc(CN2C3=NCCCN3c3ccccc32)c1,0,0,1,-11,-11,2.1,-16,11,0.9
COc1ccc(C2C(C(=O)c3sc(C)nc3C)=C(O)C(=O)N2CCN(C)C)cc1 (stereo not drawn),5,-2,0,-3,-32,1.0,-11,-6,2.1
O=c1[nH][nH]c2ccccc2c1=O,0,6,1,7,-3,1.1,-25,3,0.8
Cc1cnc(=O)[nH]c1SCc1ccccc1F,0,4,-4,-2,-2,-0.3,1,-27,-0.6
Cc1cc(F)c(F)c(C(=O)N2CCOCC2)c1Cl,6,-4,-4,-1,-2,-0.6,-5,-6,0.6
CCS(=O)(=O)Nc1c(C(=O)OC)[nH]c2ccccc12,10,0,-11,-6,-2,3.9,1,2,-0.7
CC(C)C(NC(=O)c1ccco1)C(=O)NCc1ccc(C(=O)O)cc1 (stereo not drawn),5,5,-5,-2,-5,-0.3,5,-11,0.1
O=C(Nc1ccc(F)cc1F)c1ccc2ncsc2c1,1,2,-1,-2,5,0.1,-5,-8,0.5
CN(C(=O)CO/N=C/c1ccc(Cl)cc1)c1ccccc1,3,-1,-9,-7,4,-1.4,-4,-15,-0.3
Cc1cc(-c2ccccc2)cc(C)n1,2,10,·,-2,-2,·,·,-14,·
COc1ccccc1NC(=O)CSc1nnc(NC(=O)C2CC2)s1,7,8,-3,0,-5,3.0,-10,6,6.9
CCNC(=O)C1(C)CCN(C(=O)c2ccc(F)c(Cl)c2)C1 (stereo not drawn),0,0,·,0,1,·,·,-4,·
COC(=O)CSc1nnc(CNS(=O)(=O)c2ccc(C)cc2)n1C,3,2,-13,1,-40,-0.5,-5,5,0.3
Cc1ccc(S(=O)(=O)N(C)c2nc3ccccc3[nH]c2=S)cc1,-3,5,-5,-5,-12,-1.9,-6,-8,-0.8
COc1cccc(NC(=S)N(CCCN2CCOCC2)C(C)c2cc3cccc(OC)c3o2)c1 (stereo not drawn),3,7,3,-6,-4,1.2,-20,0,0.6
CC1Cc2ccccc2N1C(=O)Cn1c(=O)oc2cc(S(=O)(=O)NC3CCCC3)ccc21 (stereo not drawn),3,2,-10,-9,-3,2.1,-3,20,2.4
CCSc1nc2sc3c(c2c(=O)[nH]1)CC(C)(C)OC3,1,1,-7,-6,-6,-1.1,-13,-15,-0.1
O=C(c1ccc(NS(=O)(=O)c2ccc(F)cc2)cc1)N1CCN(c2ccccc2O)CC1,8,-4,-8,0,12,3.3,-4,-3,9.1
COC(CNC(=O)C1CCCN(S(=O)(=O)c2ccc3c(c2)oc(=O)n3C)C1)OC (stereo not drawn),3,3,-4,-1,-11,0.1,-9,-10,0.5
Cc1ccc(NC(=O)c2cc(NC(=O)CCC(=O)O)ccc2N2CCCCC2)cc1,6,1,-1,-7,-9,-0.3,-19,-11,0.1
CCOc1cc(C(=O)N/N=C/C(Br)=C/c2ccccc2)cc(OCC)c1OCC,-1,-8,-3,-7,2,-1.8,-27,26,-1.6
CCOC(=O)c1c(N)sc(=S)c2c1CCC2,4,2,-17,-1,-2,-1.6,0,8,0.5
COC(=O)C(CCC(C(=O)OC)N1C(=O)c2ccccc2C1=O)N1C(=O)c2ccccc2C1=O (stereo not drawn),2,8,·,-3,-16,·,·,14,·
COC(=O)c1ccc(NC(=O)CCOc2ccccc2)cc1,2,7,-4,-1,-8,-0.4,-12,-15,-0.3
COc1cc(/C=N/NC(=O)c2cccnc2)ccc1OS(=O)(=O)c1ccc(F)cc1,3,-9,-8,-1,2,3.4,1,6,3.7
CCc1nc(SCC(=O)NCCc2ccccc2)n[nH]1,33,7,1,-1,-32,-0.3,-10,75*,0.5
N#Cc1ccccc1NC(=O)CSc1n[nH]c(=O)n1C1CC1,1,8,-1,2,-8,0.5,-8,-16,1.0
CCN(CC)C(=O)C1=C(C)N(CCCOC)C(=O)C(CC(=O)NC2CC2)C1 (stereo not drawn),2,-2,·,-1,1,·,·,-20,·
CC1=C(C(=O)N2CCOCC2)CC(CC(=O)NC2CCCC2)C(=O)N1Cc1ccc(F)cc1 (stereo not drawn),2,7,·,-2,-6,·,·,5,·
CCOC(=O)C1CCCN(C(=O)c2cc(-c3ccccc3)nc3ccccc23)C1 (stereo not drawn),6,12,-17,-5,-3,-2.9,-21,7,-1.3
CCCc1cc(=O)[nH]c(SCC(=O)Nc2c(C)cccc2C)n1,·,4,2,-2,-4,-0.4,-14,·,0.0
COc1cc(CNCCc2ccc(S(N)(=O)=O)cc2)ccc1OCC(=O)NC(C)(C)C,0,-1,-7,-8,8,-0.3,-5,-6,0.2
COc1ccc(C)cc1-n1nnnc1SCC(=O)c1cc(C)n(Cc2ccco2)c1C,10,1,-10,-2,-3,0.9,-6,-2,0.0
# Other compounds
SMILES,TAAR1 agonist,CHRM1 PAM,OXTR potentiator,CHRM1 agonist,M1 antag,OXTR ag,CHO parental Ca,TAAR1 antag,V1aR counter
CC1Cc2ccccc2N1C(=O)CN(C)CC(=O)Nc1ccc(OC(F)(F)F)cc1 (stereo not drawn),0,2,-4,-4,-10,-2.1,-24,-6,-0.5
Cc1cccc2cc(C(c3nnnn3CC3CCCO3)N3CCCc4ccccc43)c(=O)[nH]c12 (stereo not drawn),17,3,-7,-5,5,0.9,-14,16,-0.7
COC(=O)N/N=C/c1cn(Cc2ccccc2F)c2ccccc12,3,13,-5,6,-2,4.2,-2,22,4.0
COc1cccc(N(CC(=O)N2CCc3ccccc3C2)S(C)(=O)=O)c1,47*,-9,-2,-3,13,-0.1,8,10,0.5
CC(C)(C)C(=O)N1CCN(c2ccc(NC(=O)c3ccco3)cc2)CC1,2,10,-3,-2,-5,1.1,-6,12,2.6
CN(C)c1ccc(C=C2SC(=S)NC2=O)cc1,69*,-7,·,7,1,·,·,57*,·
Nc1c(C(=O)NCc2ccc(Cl)cc2)sc2nc3c(c(C(F)(F)F)c12)CCC3,1,6,-7,-3,-9,-0.5,-13,12,-0.4
COc1ccc(-c2cc(C(=O)NC3CCCC3)no2)cc1OC,5,5,-5,-6,-11,-1.8,-11,-11,-0.2
CCn1c(SCC(=O)OC)nnc1C1CCCCC1,0,8,-2,-3,-12,0.2,-3,-9,0.6
O=C(CCN1CCN(S(=O)(=O)c2ccc(Br)cc2)CC1)Nc1ccccc1F,-1,2,-27,-4,-1,0.2,2,-13,0.2
CN(CCC#N)CC(=O)Nc1ccc(S(N)(=O)=O)cc1,5,5,-12,-9,-10,0.6,3,9,0.9
CCn1c2ccccc2c2cc(C#N)c(N)nc21,0,-3,-3,-6,16,-3.2,-21,-13,-0.4
O=C(CC(=O)N/N=C\c1ccc(F)cc1)NCCc1ccccc1,23,2,-8,-3,-3,-1.0,-10,1,0.0
Cn1nc(C(C)(C)C)cc1NC(=O)Nc1cc(Cl)cc(Cl)c1,7,-7,-16,4,22,6.6,-6,14,5.0

# Screens (PubChem)
